# human PMI inhibition: inhibitors of human PMI, primary screen, biochemical, fluorescence intensity, coupled assay (AID 1209); inhibition, % at 20 µM; hits with a dose series show IC50 in µM; 190,000 tested, 0.42% active; purified PMI enzyme, coupled fluorescence intensity; higher % means a stronger effect;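 also: plate controls were DMSO vehicle for no effect and wells lacking substrate for full effect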
# Dynein cargo inh: dynein cargo transport inhibition; 3617.4 mouse cells, GR-EGFP nuclear translocation imaging; test concentration mostly 20 µM; stimulated with dexamethasone, 1 µM; active compounds read low; z-score, hits read low; 220,000 tested, 0.47% active;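 active = plate z-score of nuclear minus cytoplasmic receptor signal below a set negative limit, without overly bright fluorescence or cell loss, cut at about -3.5 in these data, passing the limit was not always enough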;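 also: z-score of nuclear minus cytoplasmic ring GR-EGFP intensity difference per well; some compounds called inactive have numbers as strong as hits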
#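 Buffer or medium: tetracycline-free induction medium containing charcoal-stripped FBS / Reagent: dexamethasone agonist, 1.0 µM final, for 30 min / Technique: automated 10x imaging of fixed Hoechst-stained cells / Times: induction 48 h, compound 1 h, agonist 30 min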
# human PMI inhibitors: human PMI inhibitors, high substrate, primary screen, biochemical, fluorescence intensity, high mannose 6-phosphate (AID 1220); 190,000 tested, 0.66% active; inhibition, % at 20 µM, or IC50 in µM where a hit was titrated; recombinant PMI enzyme, coupled fluorescence intensity; higher % means a stronger effect
# b-catenin transl: alters nuclear translocation of beta-catenin in HeLa cells; AID 1665; nuclear translocation activity, % at 5 µM; immunofluorescence imaging; 190,000 tested, 0.3% active;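 active = nuclear translocation activity above 50% at 5 µM, with a well cell count of 50 or more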;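 also: per-cell ratio of nuclear to cytoplasmic median beta-catenin stain intensity; plate controls were DMSO negative control for no effect and GSK-3 inhibitor IX positive control for full effect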
#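 test system = HeLa cells, endogenous beta-catenin | dosing = single 5 µM dose plus 0.02–20 µM confirmation series | times = compound treatment 24 h, 37°C, 5% CO2 | technique = beta-catenin immunofluorescence imaging with DAPI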
# WT yeast gro inh: growth inhibition of WT yeast, mitochondrial fusion screen; mitochondrial fusion phenotypic screen, WT strain; AID 1362; inhibition, % at 10 µM; 190,000 tested, 2.1% active; in the data active = inhibition above about 58%; tested in S. cerevisiae
# Yfh1-depleted yeast: mitochondrial function rescue without frataxin homolog – Friedreich's ataxia, plus single-dose screen, dose response (AID 1465); fold induction at 50 µM; hits with a dose series show EC50 in µM; S. cerevisiae Yfh1-off respiration, WST-1 reduction, 72 h; higher fold induction means a stronger effect; 220,000 tested, 0.074% active;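 active = fold induction of absorbance versus untreated yeast above a set limit, then at least 30% activation at any dose in follow-up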;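 also: activators that raise dye reduction in frataxin-depleted yeast; strong numbers were not always called active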
# Ins promoter up: MIN6 insulin promoter up-regulation; MIN6 insulin promoter-GFP reporter, high-content imaging; active compounds read high; z-score at 5 µM; 190,000 tested, 0.3% active; AID 1625;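 active = z-score above 3 at 5 µM with at least 500 cells counted in the well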
# Autophagy HCS: autophagy modulation, high-content screen; MEF GFP-LC3 puncta imaging; test concentration mostly 10 µM; calls only at 10 µM (by protocol); 190,000 tested, 0.98% active; AID 463193;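 active = percentage of spot-positive cells more than 3 SD above its plate mean, without a fluorescence outlier flag or 80% toxicity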;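 also: spot-positive cell cutoff set from DMSO-treated cells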
# MT stabilizer: microtubule stabilizers in HeLa cells; HeLa tubulin immunostaining HCS, 24 h; share of cells brighter than vehicle mean+2SD; % tubulin-high responders, % at 10 µM; 200,000 tested, 0.83% active; AID 2205;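 active = plate Z-score above 3 for both tubulin-high and condensed-nucleus cell shares, with cell loss under 80%, at 10 µM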;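 also: anti alpha tubulin signal scored within the nucleus-defined area of each cell; some results filed as inactive read as strong as hits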
# WT yeast gro inh mutant strain: also measured in WT yeast gro inh; calls as there; inhibition, %; mitochondrial fusion phenotypic screen, mutant strain inhibition
# Dynein cargo inh cytoplasmic EGFP: also measured in Dynein cargo inh; calls as there; z-score; measured here: cytoplasmic GR-EGFP intensity; active compounds read high
# Dynein cargo inh nuclear GR-EGFP: recorded beside Dynein cargo inh, whose call it bears; z-score; measured here: nuclear GR-EGFP intensity;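 lower value marks the stronger effect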
# Dynein cargo inh cell count: recorded beside Dynein cargo inh, whose call it bears; z-score; measured here: cell count per field
# Ins promoter up cell count: further read-out of Ins promoter up, marked with its call; cell count; measured here: cytotoxicity, nuclei count;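 total cells summed across four imaged fields per well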
# b-catenin transl cell count 5 µM: recorded beside b-catenin transl, whose call it bears; cell count; measured here: cell count, cytotoxicity flag
# MT stabilizer Hoechst-high %: further read-out of MT stabilizer, marked with its call; % Hoechst-high responders; measured here: nuclear condensation Hoechst responders;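 share of cells brighter than vehicle mean plus two SD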
# MT stabilizer cytotoxicity %: also measured in MT stabilizer; calls as there; toxicity, %; measured here: cytotoxicity by cell density;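 0% = mean cell density of plate MIN control wells and 100% = no cells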
# Autophagy HCS cell loss 18 h: further read-out of Autophagy HCS, marked with its call; toxicity, %; measured here: cell loss, nuclei count;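 cell loss after 18 h compound exposure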
# * marks the source's active call; other numbers are inactive results; i = inactive; x = not tested or not shown. Rule as the data show it, unless noted: active = inhibition above about 50%; inactive = the rest.
SMILES,human PMI inhibition,Dynein cargo inh,Dynein cargo inh cytoplasmic EGFP,Dynein cargo inh nuclear GR-EGFP,Dynein cargo inh cell count,human PMI inhibitors,b-catenin transl,b-catenin transl cell count 5 µM,WT yeast gro inh,WT yeast gro inh mutant strain,Yfh1-depleted yeast,Ins promoter up,Ins promoter up cell count,Autophagy HCS,Autophagy HCS cell loss 18 h,MT stabilizer,MT stabilizer Hoechst-high %,MT stabilizer cytotoxicity %
CCNC(=S)N/N=C/c1ccc(-c2ccccc2)o1,4%,0.44,-0.2,0.29,-0.52,7%,-2.3,518,16,4,i,-3.4,618,i,4,3.3,2.8,1.2
COc1ccc(Sc2ccc(/C=C3\C(=O)NN(c4ccccc4)C3=O)o2)cc1,8%,0.58,-0.11,0.37,-1.2,20%,-2.0,467,22,32,i,1.5,1235,i,17,5.1,2.2,3.0
O=C(c1ccccc1F)N(NC(=O)C(O)(c1ccccc1)c1ccccc1)c1ccccc1,13%,0.33,-0.21,0.39,-0.17,5%,0.5,1072,-5,10,i,0.57,1608,i,22,3.4,2.1,8.4
O=C(COC(=O)c1cccc(S(=O)(=O)N2CCc3ccccc32)c1)Nc1ncc(C(F)(F)F)cc1Cl,10%,0.22,-0.26,0.39,-0.22,5%,-1.2,1066,-3,-4,i,0.41,1597,i,3,3.6,2.7,6.3
CC1(C)Cc2ccccc2-c2nc3n(c(=O)c21)CCCS3,10%,-0.68,-0.2,-0.00017,0.48,8%,0.2,1511,11,3,i,0.12,1343,i,-22,2.0,2.0,8.4
Cc1csc(/C(=N\O)c2csc(C)n2)n1,-3%,-0.017,-0.18,0.1,-0.21,-3%,-3.6,997,-11,-2,i,0.66,1410,i,25,1.9,1.6,9.0
O=C(NNC(=O)c1ccco1)c1cccc([N+](=O)[O-])c1,-6%,0.064,-0.22,0.44,-0.29,3%,1.4,1245,-17,-18,i,0.99,1487,i,19,3.5,2.7,6.5
Cc1ccc(/C=N/NC(=O)CSc2nc3ccccc3s2)o1,-4%,-0.24,0.054,-0.076,0.51,21%,-6.6,555,7,4,i,-0.09,1357,i,1,2.4,2.7,6.5
CCC(C)NC(=O)Nc1ccc2c(c1)N(C)C(=O)c1ccccc1S2 (stereo unspecified),14%,-1.5,0.02,-0.47,0.91,11%,x,x,8,19,i,0.77,870,i,29,3.1,1.3,9.9
N#C/C(=C(/O)COC(=O)Cc1c[nH]c2ccccc12)c1nc2ccccc2[nH]1,0%,-0.32,-0.21,-0.046,0.49,26%,-1.2,940,-15,3,i,0.74,1495,i,-16,2.0,2.6,12
O=C(Nc1ccc(S(=O)(=O)N2CCCC2)cc1)C1CC(=O)N(c2ccccc2)C1 (stereo unspecified),10%,-0.046,-0.12,0.15,-0.43,14%,-1.9,1143,-9,-20,i,-0.29,1252,i,-6,3.7,2.8,9.2
COC(=O)CNC(=O)c1cccs1,2%,-0.38,0.36,0.27,1.2,-1%,-0.4,1286,6,9,i,1.2,1288,i,-10,1.6,1.2,7.3
O=C(NCc1ccccc1)c1cccc(COc2ccc(Cl)cc2)c1,13%,0.31,-0.18,0.69,0.65,8%,0.0,1461,50,5,i,2.6,1231,i,-34,2.7,1.1,6.3
CC1CC(C)CN(c2ccc(-n3cnnn3)cc2[N+](=O)[O-])C1 (stereo unspecified),17%,-0.84,-0.21,-0.44,0.55,17%,3.6,1177,21,1,i,-0.04,1701,i,-7,0.8,2.2,8.3
O=C1NC(=O)C2(CCC(C(=O)O)C2)N1 (stereo unspecified),-10%,-0.41,-0.23,0.036,-0.46,-8%,-1.0,1241,1,2,i,x,x,i,-3,3.2,2.0,3.0
CC(C)(C)n1nc2c(c1NC(=O)c1ccc(S(=O)(=O)N3CCCCC3)cc1)CS(=O)C2 (stereo unspecified),-4%,-1.2,-0.27,-0.41,-0.065,2%,-0.1,1237,-6,12,i,-0.34,1463,i,18,2.8,1.8,5.1
CC1CCCN(S(=O)(=O)c2ccc(NC(=O)Cn3nnc(-c4ccccc4F)n3)cc2)C1 (stereo unspecified),15%,0.006,-0.48,0.32,0.22,11%,0.4,1070,8,-1,i,-0.09,1189,i,-39,4.7,0.8,4.4
CC1(C)Cc2c(C#N)c(N3CCN(C(=O)c4ccco4)CC3)nc(Cc3ccccc3)c2CO1,2%,-0.88,-0.51,-0.19,1,4%,2.1,1049,3,-3,i,-1.5,1153,i,3,3.5,1.4,2.0
CC1CCC2(CC1)NC(=O)N(CC(=O)Nc1ccc(N3CCOCC3)cc1)C2=O (stereo unspecified),-9%,-0.39,-0.25,-0.45,0.2,-7%,-2.3,1112,-11,5,i,0.6,1436,i,2,6.6,2.9,2.1
Cc1ccc(CNC(=S)Nc2cc(C)ccc2OC(F)F)cc1,3%,-0.24,-0.27,-0.12,0.42,1%,-6.1,1066,56,25,i,1.4,1493,i,20,2.1,1.7,1.4
COc1ccc(CC(=O)NCCc2ccc(S(N)(=O)=O)cc2)cc1,-4%,0.48,-0.06,0.72,-0.84,-6%,x,x,4,6,x,x,x,i,-13,2.2,1.3,3.2
O=Cc1nc(-c2ccccc2Cl)n2ccccc12,18%,0.24,-0.22,-0.44,0.29,14%,0.8,1051,4,16,i,1.2,1640,i,-6,0.9,1.3,8.4
CCN1C(=O)/C(=C/C=C2/CCCN2C)OC1=S,30%,-0.24,-0.26,0.24,0.73,50%,0.8,974,-5,-8,i,1.1,1401,i,1,1.3,0.8,9.4
Fc1ccc(NC(=S)NCCc2ccc(Cl)cc2)cc1,4%,-0.82,-0.3,-0.68,0.87,2%,4.9,488,57,41,i,0.33,1170,i,5,2.8,1.2,3.9
O=C(O)C1=C[C@@H](c2ccc(Br)cc2)C[C@@H](OCc2ccc(CO)cc2)O1,-4%,-0.071,-0.22,0.25,0.34,-17%,-1.1,1223,-27,-18,i,-0.97,1360,i,-84,3.7,2.4,6.4

# The final 5 compounds of the part before come first, to join the parts:
SMILES,human PMI inhibition,Dynein cargo inh,Dynein cargo inh cytoplasmic EGFP,Dynein cargo inh nuclear GR-EGFP,Dynein cargo inh cell count,human PMI inhibitors,b-catenin transl,b-catenin transl cell count 5 µM,WT yeast gro inh,WT yeast gro inh mutant strain,Yfh1-depleted yeast,Ins promoter up,Ins promoter up cell count,Autophagy HCS,Autophagy HCS cell loss 18 h,MT stabilizer,MT stabilizer Hoechst-high %,MT stabilizer cytotoxicity %
COc1ccc(CC(=O)NCCc2ccc(S(N)(=O)=O)cc2)cc1,-4%,0.48,-0.06,0.72,-0.84,-6%,x,x,4,6,x,x,x,i,-13,2.2,1.3,3.2
O=Cc1nc(-c2ccccc2Cl)n2ccccc12,18%,0.24,-0.22,-0.44,0.29,14%,0.8,1051,4,16,i,1.2,1640,i,-6,0.9,1.3,8.4
CCN1C(=O)/C(=C/C=C2/CCCN2C)OC1=S,30%,-0.24,-0.26,0.24,0.73,50%,0.8,974,-5,-8,i,1.1,1401,i,1,1.3,0.8,9.4
Fc1ccc(NC(=S)NCCc2ccc(Cl)cc2)cc1,4%,-0.82,-0.3,-0.68,0.87,2%,4.9,488,57,41,i,0.33,1170,i,5,2.8,1.2,3.9
O=C(O)C1=C[C@@H](c2ccc(Br)cc2)C[C@@H](OCc2ccc(CO)cc2)O1,-4%,-0.071,-0.22,0.25,0.34,-17%,-1.1,1223,-27,-18,i,-0.97,1360,i,-84,3.7,2.4,6.4
Cc1ccccc1OCC(=O)NCC(=O)N/N=C/C=C/c1ccccc1,0%,-0.6,-0.22,-0.35,0.52,3%,-3.1,1220,-4,-7,i,x,x,i,-3,2.1,2.3,5.6
Cc1ccc(-n2ccnc2SCC(=O)O)cc1C,x,2.4,-0.1,1.2,-2.3,x,0.9,1348,x,x,i,0.37,1048,x,x,x,x,x
Cc1ccc(-n2ncc3c(=O)n(CC#N)cnc32)cc1C,-2%,-0.7,-0.23,0.0098,1.1,-13%,8.1,700,-4,-8,i,-0.31,1346,i,1,5.7,2.2,0.6
C[C@H](NC(=O)c1nc[nH]c1C(=O)NCCCCCNC(=O)OC(C)(C)C)C(=O)OCc1ccccc1,20%,-0.7,-0.27,-0.091,0.53,14%,-0.6,1029,10,1,i,-0.24,1514,i,-4,1.8,1.3,5.1
O=C(Cn1cc2c(n1)CCCCC2)Nc1ccc(F)cc1F,4%,-0.12,-0.23,0.19,0.14,6%,0.3,1126,12,10,i,0.15,1965,i,-2,5.0,1.8,6.1
CCOc1cc(-c2ccc(N)c(OCC)c2)ccc1N,22%,-0.12,-0.22,0.051,-0.08,13%,1.3,985,13,-6,i,-0.05,971,i,-2,5.2,2.6,4.8
CCOC(=O)CSc1ccc2nnc(-c3ccccc3)n2n1,1%,1.9,0.005,1,-2.3,7%,0.1,1106,5,3,i,0.03,1842,i,8,3.2,2.2,4.7
O=C(CSc1nc2ccccc2s1)NCc1ccc2c(c1)OCO2,-19%,-0.03,-0.22,0.42,-0.21,-4%,-0.2,1164,-17,-6,i,0.23,1296,i,3,1.6,1.8,5.3
CC(CS(=O)(=O)c1ccccc1[N+](=O)[O-])N1CCOCC1 (stereo unspecified),11%,0.77,-0.28,0.41,-0.05,8%,x,x,-2,10,i,0.08,1233,i,19,2.2,1.9,4.5
Cc1csc(N(C(=O)c2ccc(S(=O)(=O)N(C)C)cc2)c2ccccc2)n1,-1%,1.2,2.6,0.98,-0.42,-2%,-16,1189,13,9,i,x,x,i,1,3.0,2.1,4.7
Cc1ccc(CSc2nnnn2C)cc1,-10%,0.55,-0.23,0.14,-0.48,-2%,-7.1,948,-7,-1,i,0.14,1605,i,-1,3.6,2.5,9.1
Cc1cc(=O)n2c(n1)NC(Nc1cccc(C)c1C)=NC2c1ccc(F)cc1 (stereo unspecified),x,-0.19,-0.26,0.34,0.86,x,-0.2,1312,x,x,i,-0.35,1009,x,x,x,x,x

# Not a hit list. Share with any hit: about 5%.
